Screening data deposited in PubChem by several laboratories.
TRPC4 potent = positive allosteric modulators of TRPC4, primary screen, cell-based, mouse TRPC4beta, HEK293 mu-opioid, Fluo-4 calcium | DAMGO EC20, Fluo-4 Ca2+ flux; stronger effect = higher value | B-score at 10 µM | 310,000 tested, 0.42% active;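 active = B-score of calcium response area above 5 SD of library B-scores, with initial fluorescence ratio within 5 SD of library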;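 note: B-score of integrated fluorescence ratio over time as area under calcium response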
Target sequence (Q9QUQ5 whole entry, looked up): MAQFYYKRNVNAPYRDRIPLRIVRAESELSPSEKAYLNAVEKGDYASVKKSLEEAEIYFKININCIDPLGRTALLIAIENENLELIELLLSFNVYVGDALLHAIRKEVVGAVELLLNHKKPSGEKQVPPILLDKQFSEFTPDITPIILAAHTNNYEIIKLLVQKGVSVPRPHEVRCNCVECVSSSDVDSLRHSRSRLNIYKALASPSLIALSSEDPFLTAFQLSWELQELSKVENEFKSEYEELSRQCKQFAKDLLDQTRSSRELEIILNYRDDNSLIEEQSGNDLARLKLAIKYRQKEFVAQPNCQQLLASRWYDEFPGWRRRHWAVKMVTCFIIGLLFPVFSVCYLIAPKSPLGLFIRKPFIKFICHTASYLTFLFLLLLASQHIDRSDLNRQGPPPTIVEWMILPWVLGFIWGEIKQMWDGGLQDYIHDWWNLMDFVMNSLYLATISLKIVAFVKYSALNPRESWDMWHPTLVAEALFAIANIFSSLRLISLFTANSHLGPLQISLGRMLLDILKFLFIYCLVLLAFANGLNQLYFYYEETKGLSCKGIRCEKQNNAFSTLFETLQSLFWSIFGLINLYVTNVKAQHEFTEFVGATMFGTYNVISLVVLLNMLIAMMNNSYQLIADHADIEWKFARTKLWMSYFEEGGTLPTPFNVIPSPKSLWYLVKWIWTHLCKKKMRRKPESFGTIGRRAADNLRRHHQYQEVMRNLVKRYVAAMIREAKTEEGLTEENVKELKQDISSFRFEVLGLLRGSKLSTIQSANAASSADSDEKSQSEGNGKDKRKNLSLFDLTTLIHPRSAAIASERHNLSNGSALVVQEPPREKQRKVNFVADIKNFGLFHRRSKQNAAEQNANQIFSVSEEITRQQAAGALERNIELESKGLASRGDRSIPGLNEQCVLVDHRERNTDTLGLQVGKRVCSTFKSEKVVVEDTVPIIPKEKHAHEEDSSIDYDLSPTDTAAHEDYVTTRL
KLF5 inh = KLF5 expression inhibitors, primary screen, DLD-1 cells, luminescence | 290,000 tested, 0.23% active | inhibition, % at 5 µM | DLD-1 KLF5 promoter-luciferase reporter;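 active = inhibition above a per-plate limit of that plate's mean compound inhibition plus 3 SD, cut at about 60% in these data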;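 note: 0% = DMSO wells and 100% = LY294002 at 200 µM; higher means less KLF5 promoter-driven luciferase light; inactives centre near -14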
IEC-6 tox = cytotoxicity in IEC-6 intestinal epithelial cells, primary screen, cytotoxicity control for KLF5 inhibitor project, cell-based, luminescence; IEC-6 cytotoxicity, luminescence viability; inhibition, % at 5 µM; 290,000 tested, 0.78% active; in the data active = inhibition above about 22%;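 note: 0% = plate median of test compound wells and 100% = cytotoxic reference compound wells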
TRPC4 act = activators of mouse TRPC4 channel, primary screen, Fluo4 calcium, HEK293 TRPC4beta/mu-opioid cells. Short transient receptor potential channel 4 (Mus musculus), Q9QUQ5. Fluo4 calcium fluorescence; stronger effect = higher value. B-score at 10 µM. 310,000 tested, 0.49% active;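 active = B-score above 5 SD of library B-scores, and initial fluorescence ratio not above library mean plus 5 SD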;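 note: positive B-score marks a calcium rise read as TRPC4 activation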
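Assay system: HEK293 cells stably co-expressing mouse TRPC4beta and mu-opioid receptor / Timing: Fluo4 dye loading 45 min at room temperature, 110 s recording / Signal: Fluo4 calcium-sensitive dye fluorescence, kinetic, 1 Hz baseline / Read-out: integrated baseline-normalised fluorescence ratio, converted to per-well B score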
HIF activator = HIF pathway transcriptional activators, primary screen, cell-based, U2OS HRE-luciferase, luminescence | U2OS HRE-luciferase reporter; normalized: DMSO 0%, desferrioxamine 100% | activation, % at 7.5 µM (by protocol) | 300,000 tested, 0.32% active | AID 1910, 2009;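 active = mean activation of at least 10% of the iron chelator positive control signal, with at least half of replicates also reaching 10%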
aSyn UTR inh = MLPCN primary screen, SNCA 5' untranslated region | inhibition, % (tested at 7.5 µM) | alpha-synuclein 5'UTR reporter, inhibitor activity | 300,000 tested, 0.82% active; in the data active = inhibition above about 60%;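 note: H4 neuroglioblastoma cells stably carrying SNCA 5'UTR luciferase fusion; 0% = DMSO wells and 100% = positive control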
TRPC6 inhibitor = mouse TRPC6 channel inhibitors, primary screen, cell-based, HEK293, membrane potential dye; ACh-evoked depolarization; stronger effect = lower value; B-score at 10 µM; 310,000 tested, 1.1% active; AID 2553, 2010;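 active = B-score under library mean minus 3 SD, initial fluorescence not abnormally high, positive integrated signal ratio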;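 note: B-score derived from integrated fluorescence ratio over the kinetic read; more negative B-score means stronger inhibition of depolarization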
SKKanGAS inh = S. pyogenes SKKanGAS growth inhibitors in kanamycin, primary screen, streptokinase expression inhibitor project, SKKanGAS strain, BacTiter-Glo luminescence; inhibition, % at 7.5 µM; 6 h; 300,000 tested, 1.3% active;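 active = mean replicate score, as percent of positive control median, at least 50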;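 note: strain carries kanamycin resistance gene driven by streptokinase promoter and grows in 40 µg/ml kanamycin; loss of luminescence reflects streptokinase promoter inhibition or plain growth inhibition; 0% = median of DMSO wells and 100% = positive control at its reference dose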
TRPC6 act = mouse TRPC6 channel activators, primary screen, cell-based, HEK293, membrane potential dye. Short transient receptor potential channel 6 (Mus musculus), Q61143. HEK293-TRPC6 membrane potential dye fluorescence; stronger effect = higher value. B-score at 10 µM. 310,000 tested, 0.13% active. AID 2550, 2010;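 active = B-score of the integrated fluorescence ratio above library mean plus 3 SD, and starting fluorescence ratio within library mean plus 5 SD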;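 note: higher score means more depolarization so channel activation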
TRPC4 block = inhibitors of mouse TRPC4 channel, primary screen, Fluo4 calcium, HEK293 TRPC4beta/mu-opioid cells; Short transient receptor potential channel 4 (Mus musculus), Q9QUQ5; DAMGO-evoked Fluo4 calcium flux; stronger effect = lower value; B-score at 10 µM; 300,000 tested, 0.39% active;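 active = B-score over 3 SD under the library average, no early fluorescence shift, positive overall ratio signal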
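System: stable TRPC4beta/mu-opioid receptor HEK293 cells; Dosing: single-point compound dosing; Measured by: Fluo4 Ca2+ flux fluorescence; Read-out basis: per-well B score of integrated baseline-normalized Fluo4 ratio.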
MrgX1 antagonist = antagonists of human MrgX1 receptor, primary screen, HEK293 cells, Fluo-4 calcium flux. Mas-related G-protein coupled receptor member X1 (Homo sapiens), Q96LB2. BAM8-22 antagonism; stronger effect = lower value. B-score at 10 µM. 310,000 tested, 1.3% active. AID 588676, 2011;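 active = calcium-response B-score plate-corrected more than 3 library SD below zero, starting fluorescence within 5 deviations, no agonist response on first addition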;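 note: peak minus trough fluorescence over baseline after final BAM8-22 challenge near maximal dose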
* hit, by the source's call; i = inactive; . = no result given.

Structure	TRPC4 potent	KLF5 inh	IEC-6 tox	TRPC4 act	HIF activator	aSyn UTR inh	TRPC6 inhibitor	SKKanGAS inh	TRPC6 act	TRPC4 block	MrgX1 antagonist
CCOC(=O)c1[nH]c2ccccc2c1NC(=O)CC(C)(C)C	i	-5	3	i	-0.3	-4	i	-3	i	i	i
CCOc1cc(C(=O)OCC(=O)c2cc(C)n(CC3CCCO3)c2C)ccc1OCC(=O)N1CCOCC1 (stereo unspecified)	i	10	5	i	1.5	-43	i	-5	i	i	i
Cc1ccc(C)c(NC(=O)Nn2cnnc2)c1	i	-48	5	i	0.2	26	i	-3	i	i	i
COc1cc(/C=N/Nc2ccccn2)ccc1O	i	-47	1	i	2.7	-91	i	-1	i	i	i
O=c1c2c3c(sc2nc2sc(C4CC4)nn12)CCCC3	i	-88	-4	i	2.2	-130	i	3	i	i	i
CSC1=C(C#N)C(c2sccc2C)CC(=O)N1 (stereo unspecified)	i	-9	-1	i	-0.2	-7	i	2	i	i	i
O=C(NC(Cc1ccccc1)C(=O)O)NC12CC3CC(CC(C3)C1)C2 (stereo unspecified)	i	-34	2	i	-1.5	-9	i	3	i	i	i
Clc1ccc(CSc2ncccn2)cc1	i	-17	-3	i	0.9	-80	i	6	i	i	i
O=S(=O)(Nc1ccc(Cl)cc1)c1cccc2cccnc12	i	-40	3	i	-1.1	-5	i	29	i	i	i
CCC(=O)NCCNc1nc2cc(C)cc(C)c2cc1C#N	i	12	-1	i	-1.2	21	i	-2	i	i	i
COc1ccc(C(=O)CCC(=O)N2CCN(c3cc(C)ccc3C)CC2)cc1	i	-12	6	i	-0.7	-5	i	-16	i	i	i
NC(=O)C1CCN(C(=O)c2ccco2)CC1	i	-24	6	i	0.0	-12	i	1	i	i	i
C=CCn1c(C)nnc1SCC(=O)Nc1oc(C)c2c(C)n[nH]c(=O)c12	i	.	.	i	-0.4	5	i	1	i	i	-5.3*
COc1cccc(Oc2cncnc2-c2ccc(OC)cc2O)c1	i	6	8	i	-1.3	35	i	6	i	i	i
O=C(CCNC(=O)c1ccccc1Cl)NNC(=O)c1ccccc1O	i	.	.	i	1.5	16	i	-1	i	i	i
Nc1nc(Sc2c([N+](=O)[O-])cc(C(F)(F)F)cc2[N+](=O)[O-])n[nH]1	i	5	1	i	-0.2	-13	i	5	i	i	i
CC12CC(NC(=O)N1c1ccc(C(=O)N3CCN(c4ccc(F)cc4)CC3)cc1)c1ccccc1O2 (stereo unspecified)	i	-8	2	i	-0.4	19	i	10	i	i	i
NC(=O)C1CCN(C(=S)c2cccs2)CC1	i	4	5	i	-0.3	7	i	3	i	i	i
NC(=O)CC(NC(=O)Cc1cccc2ccccc12)c1ccc(N2CCC(Br)CC2)c([N+](=O)[O-])c1 (stereo unspecified)	i	.	.	i	-0.2	0	i	12	i	.	i
CS(=O)(=O)N(CC(=O)N1CCOCC1)c1cc(C(F)(F)F)ccc1Cl	i	-9	4	i	-0.1	4	i	5	i	i	i
CCC(C)NC(=O)C1CCC(CNS(=O)(=O)c2ccc3c(c2)CC(C)N3C(=O)C2CC2)CC1 (stereo unspecified)	i	4	1	i	-0.5	21	i	7	i	i	i
CCc1cc(C(=O)NNC(=O)CCl)sc1C	i	-10	15	i	-1.1	1	i	5	i	i	i
S=c1[nH]nc(-c2cc(-c3ccccc3)n[nH]2)n1/N=C/c1c2ccccc2cc2ccccc12	i	-13	-4	i	0.3	16	i	-2	i	i	i
CC1=NN(c2nc3ccccc3[nH]2)C(=O)/C1=C/N(C)C	i	-2	40*	i	.	.	i	.	i	i	i
CCN(CC)S(=O)(=O)c1ccc(N2CCCC2)c(NC(=O)c2c(-c3ccccc3)noc2C)c1	i	-2	-11	i	-0.1	14	i	4	i	i	i
Cc1ccc(S(=O)(=O)Nc2ccccc2F)cc1C(=O)NNC(=O)c1csc(N2CCOCC2)n1	i	.	.	i	0.4	3	i	7	i	i	i
CCCCNC(=O)Cn1cnc([N+](=O)[O-])n1	i	-12	2	i	-0.6	4	i	-1	i	i	i
COc1ccccc1CN1CCC(CNS(=O)(=O)c2cc(-c3cc(C)no3)ccc2C)CC1	i	-15	5	i	-0.3	-14	i	3	i	i	i
C=CCOc1ccc(CNc2ccc(NC(=O)CCC)cc2)cc1OCC	i	-16	0	i	.	21	i	-8	i	i	i
CCC(COC)NCc1cn(-c2ccc(F)cc2F)nc1-c1ccccc1C (stereo unspecified)	i	-21	-6	i	-0.4	3	i	-13	i	i	i
COc1ccc(-c2nc3ccccc3nc2-c2ccc(OC)cc2)cc1	i	-7	-1	i	-1.0	5	i	4	i	i	i
COc1ccc(-n2ncc3c(SCC(=O)NNC(C)=O)ncnc32)cc1	i	-45	-1	i	1.5	-52	i	7	i	i	i
CCCCOc1ccccc1NC(=O)CSc1nnnn1C(C)(C)C	i	-37	5	i	-0.2	6	i	3	12*	i	i
COCCN1CCN(C(=O)c2cc(COc3ccc(Cl)cc3OC)on2)CC1	i	-103	7	i	5.0	-120	i	-16	i	i	i
CN(Cc1ccccc1)c1nc2c(c(=O)[nH]c(=O)n2C)n1C	i	-1	-3	i	-0.3	8	i	2	i	i	i
O=C(NC1CCCCC1)n1c(=O)oc2ccccc21	i	-4	0	i	0.7	-25	i	-4	i	i	i
CC1=Nn2c(nc(-c3ccccc3)c2-c2ccccc2)NC(=O)C1Br (stereo unspecified)	i	-29	-2	i	-0.2	15	i	-3	i	i	i
CCOC(=O)c1c(C)[nH]c(O)c1C=Nc1ccc(Cl)cc1	i	3	-5	i	0.1	-15	i	0	i	i	i
COc1ccc(Cl)cc1N1C(=O)C2CCCN2C1c1ccccc1F (stereo unspecified)	i	-32	0	i	0.5	-14	i	-4	i	i	i
COc1ccc(C(CNC(=O)c2oc3ccc(Br)cc3c2C)N2CCCCC2)cc1 (stereo unspecified)	i	3	-2	i	0.2	-6	i	0	i	i	i
O=C(O)CSC1CC(=O)N(c2ccc(Cl)cc2)C1=O (stereo unspecified)	i	-1	4	i	0.1	-6	i	5	i	i	i
Cc1cc(/C=C2/NC(=O)NC2=O)c(C)n1-c1ccc(C#N)cc1	i	9	-2	i	0.0	13	i	-5	i	i	i
N#C/C(=C\C=C\c1ccccc1)c1nc(-c2ccc3c(c2)OCO3)cs1	i	3	0	i	-0.2	-7	i	-13	i	i	i
CCN(CC)C(=O)c1cc(S(=O)(=O)N2CCCCC2)c[nH]1	i	-8	7	i	-0.3	0	i	3	i	i	i
Cn1c(-[n+]2c(-c3ccccc3)cc(-c3ccccc3)cc2-c2ccccc2)nc2c([N+](=O)[O-])cccc21	i	-7	0	i	-22	-29	i	-2	i	i	i
Cc1cccc(N2CCN(C(=O)c3cc(=O)[nH]c4ccccc34)CC2)c1C	i	8	0	i	-1.2	1	i	0	i	i	i
CC(=O)c1ccc(Nc2c([N+](=O)[O-])ccc3nonc23)cc1	i	-24	5	i	-1.5	6	i	3	i	i	i
COc1ccc(S(=O)(=O)N2CCOCC2)cc1NC(=O)c1ccccc1-c1ccc(C(F)(F)F)cc1	i	7	5	i	-0.2	33	i	2	i	i	i
O=C(CCNS(=O)(=O)c1ccccc1F)N1CCN(S(=O)(=O)c2cccc(F)c2)CC1	i	.	.	i	-0.7	22	i	-1	i	i	i
O=C(Nc1ccc(Br)cn1)c1ccc2nccnc2c1	i	-61	-3	i	.	.	i	0	i	i	i
COc1ccc(N2CCN(C(=O)c3ccc(Br)o3)CC2)cc1	i	-16	-2	i	0.0	-12	i	-3	i	i	i
CN(C)/C=C1\C(=O)N(c2ccc(Cl)c(Cl)c2)CS1(=O)=O	i	5	-5	i	0.5	-81	i	1	i	i	i
N#CCn1c(CN2CCCC2)nc2ccccc2c1=O	i	-17	4	i	0.0	0	i	0	i	i	i
CC(=O)Nc1cc2nc(C)n(Cc3ccccc3[N+](=O)[O-])c2nc1C	i	-30	6	i	-2.2	-3	i	-2	i	i	i
COc1ccc(CCNC(=O)/C=C/c2ccc(C)cc2)cc1OC	i	-14	-5	i	-0.2	10	i	-6	i	i	i
CC(=O)c1ccc(NC(=O)CSc2nnc3ccc(-c4ccccn4)nn23)cc1	i	.	.	i	0.4	16	i	-2	i	i	i

The results go on:
Structure	TRPC4 potent	KLF5 inh	IEC-6 tox	TRPC4 act	HIF activator	aSyn UTR inh	TRPC6 inhibitor	SKKanGAS inh	TRPC6 act	TRPC4 block	MrgX1 antagonist
COc1ccc(CCNCCN2CCOCC2)cc1	i	0	3	i	2.7	-5	i	1	i	i	i
C=CCn1c(=O)c2ccccc2n2c(SCc3nc(N)nc(Nc4ccccc4C)n3)nnc12	i	4	-1	i	-0.3	-13	i	6	i	i	i
CC(C)c1ccc(NC(=O)Cn2nnc(C(=O)NCc3ccco3)c2N)cc1	i	2	2	i	-0.7	-5	i	5	i	i	i
Cc1cc(C(=O)NN)c2cc(Br)ccc2n1	i	22	6	i	1.1	3	i	-2	i	i	i
Cc1ccc(Nc2nnc(SCC(=O)N(C)C3CCS(=O)(=O)C3)s2)cc1 (stereo unspecified)	i	-25	-3	i	0.4	-19	i	3	i	i	i
Cc1ccc([N+](=O)[O-])cc1N/C=C1\CCc2ccccc2C1=O	i	-36	2	i	2.8	-163	i	1	i	i	i
CC1=CS(=O)(=O)CC1Sc1nc2ccccc2[nH]1 (stereo unspecified)	i	-13	-8	i	-1.9	.	i	1	i	i	i
COc1ccc(CCNC(=O)CSc2ccc(Br)cc2)cc1OC	i	-30	0	i	-0.1	10	i	-1	i	i	i
Cc1ccc(/C=N/NC(=O)C(O)c2ccccc2)o1 (stereo unspecified)	i	-6	-2	i	0.1	-8	i	-2	i	i	i
